# Assay outcomes (PubChem BioAssay)
# Ins promoter up = MIN6 insulin promoter up-regulation; MIN6 insulin promoter-GFP reporter, high-content imaging; hits give high values; z-score at 5 µM; hit rate 0.3% among 190,000; AID 1625;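 active means z-score above 3 at 5 µM with at least 500 cells counted in the well; inconclusive means wells under 500 cells, flagged as cytotoxic or low count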
# ER stress rescue = protection against thapsigargin-triggered cell killing – 384-well, CSM14.1, ATP luminescence, primary screen (AID 1222); CSM14.1 thapsigargin-induced death rescue, ATP luminescence; higher % means a stronger effect; one-dose cellular ATP content (survival), % at 20 µM; EC50 in µM for titrated hits; 190,000 tested, under 10 active;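 active means EC50 below 50 µM in the dose-response confirmation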;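 further: death triggered by thapsigargin at about 15 µM added after 2 h compound pretreatment; cell ATP read after overnight thapsigargin exposure of roughly 18 to 22 hours; normalized against plate controls of thapsigargin alone and 5% DMSO vehicle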
# UTI89 phage lysis = protection from phage-mediated lysis, alamar blue read-out – E. coli UTI89, K1F phage, bacterial capsule biogenesis inhibitors (AID 488966) | E. coli UTI89 K1F phage lysis, alamar blue, 2 h; higher % means a stronger effect | one-dose inhibition, % at 100 µM; IC50 in µM for titrated hits | hit rate 0.02% among 340,000;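 active means phage lysis inhibition, versus mean bacterial control, above a set limit; inconclusive means no clear call, values can overlap the other calls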;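 further: capsule biogenesis inhibitors block K1F phage lysis so surviving cells raise fluorescence; higher fluorescence means more inhibition of phage lysis; actives were called in the ten point dose series up to 300 µM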
# bCat nuc transl = modulators of beta-catenin nuclear translocation | nuclear translocation activity, % at 5 µM | hit rate 0.3% among 190,000 | HeLa beta-catenin nuclear translocation, immunofluorescence imaging;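 active means nuclear translocation activity above 50% at 5 µM, with a well cell count of 50 or more; inconclusive means wells under 50 cells across six images, flagged as toxic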;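 further: per-cell ratio of nuclear to cytoplasmic median beta-catenin stain intensity; plate controls were DMSO negative control for no effect and GSK-3 inhibitor IX positive control for full effect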
#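 Test system: human HeLa cell line; Doses: 5 µM primary, 0.02–20 µM confirmation; Incubation: 24 h compound exposure, 37°C; Detection: beta-catenin immunofluorescence imaging with DAPI; Read-out: beta-catenin nuclear/cytoplasmic ratio, % activation.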
# Dynein cargo inh = blocks dynein driven cargo transport along microtubules; 3617.4 mouse cells, GR-EGFP nuclear translocation imaging; test concentration mostly 20 µM; stimulated with dexamethasone, 1 µM; hits give low values; z-score, hits read low; hit rate 0.47% among 220,000;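 active means plate z-score of nuclear minus cytoplasmic receptor signal below a set negative limit, without overly bright fluorescence or cell loss, cut at about -3.5 in these data, passing the limit was not always enough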;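 further: z-score of nuclear minus cytoplasmic ring GR-EGFP intensity difference per well; some compounds called inactive have numbers as strong as hits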
#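 medium = tetracycline-free induction medium containing charcoal-stripped FBS | probe or stimulus = dexamethasone, 1.0 µM final | timing = 48 h induction, then 1 h compound, then 30 min agonist, 37 °C | detection = automated 10x imaging of fixed Hoechst-stained cells | read-out basis = nuclear versus cytoplasmic GR-EGFP signal, averaged per well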
# P. falciparum M1AAP = malaria alanyl aminopeptidase activity blockers – biochemical, fluorogenic H-Leu-NHMec substrate, 1536-well (AID 1445); hit rate 0.42% among 220,000; recombinant M1AAP, H-Leu-NHMec fluorogenic kinetic assay; higher % means a stronger effect; inhibition, % at 30 µM, or IC50 in µM where a hit was titrated;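 active means primary inhibition above the hit cutoff, then over 50% inhibition at one or more dose response concentrations, cut at about 23% in these data, passing the limit was not always enough; inconclusive means conflicting primary data, or primary hits not chosen for dose response; inactive means low primary inhibition, or under 50% at every dose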;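 further: plate controls were DMSO full reaction for no effect and no enzyme background for full effect; strong numbers were not always called active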
# P. falciparum M17LAP = P. falciparum M17LAP inhibitors, primary screen, biochemical, fluorogenic H-Leu-NHMec substrate, 1536-well (AID 1619). inhibition, % at 30 µM, or IC50 in µM where a hit was titrated. hit rate 0.38% among 220,000. recombinant M17LAP, H-Leu-NHMec fluorogenic kinetic assay; higher % means a stronger effect;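 active means compound inhibiting the enzyme by more than half at any dose during confirmatory dose-response retesting; inconclusive means strong single-dose inhibitors picked by rank but not retested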;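 further: plate controls were full reaction with DMSO carrier for no effect and no enzyme background for full effect; strong numbers were not always called active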
# Autophagy HCS = modulators of autophagy; MEF GFP-LC3 puncta imaging; test concentration mostly 10 µM; calls only at 10 µM (by protocol); hit rate 0.98% among 190,000;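 active means percentage of spot-positive cells more than 3 SD above its plate mean, without a fluorescence outlier flag or 80% toxicity; inconclusive means no clear call, values can overlap the other calls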;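 further: spot-positive cell cutoff set from DMSO-treated cells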
# MT stabilize HCS = microtubule stabilizers in HeLa cells. hit rate 0.83% among 200,000. HeLa tubulin immunostaining HCS, 24 h; share of cells brighter than vehicle mean+2SD. AID 2205. % tubulin-high responders, % at 10 µM;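 active means plate Z-score above 3 for both tubulin-high and condensed-nucleus cell shares, with cell loss under 80%, at 10 µM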;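 further: anti alpha tubulin signal scored within the nucleus-defined area of each cell; some results filed as inactive read as strong as hits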
# Dynein cargo inh cytoplasmic EGFP = also measured in Dynein cargo inh; calls as there; z-score; measured here: cytoplasmic GR-EGFP intensity; hits give high values
# Dynein cargo inh nuclear GR-EGFP = also measured in Dynein cargo inh; calls as there; z-score; measured here: nuclear GR-EGFP intensity;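 lower value marks the stronger effect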
# Dynein cargo inh cell count = second read-out of Dynein cargo inh, no call of its own (marks repeat the call); z-score; measured here: cell count per field
# Ins promoter up cell count = further read-out of Ins promoter up, marked with its call; cell count; measured here: cytotoxicity, nuclei count;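 total cells summed across four imaged fields per well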
# bCat nuc transl cell count 5 µM = recorded beside bCat nuc transl, whose call it bears; cell count; measured here: cell count, cytotoxicity flag
# MT stabilize HCS Hoechst-high % = further read-out of MT stabilize HCS, marked with its call; % Hoechst-high responders; measured here: nuclear condensation Hoechst responders;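 share of cells brighter than vehicle mean plus two SD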
# MT stabilize HCS cytotoxicity % = also measured in MT stabilize HCS; calls as there; toxicity, %; measured here: cytotoxicity by cell density;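 0% = mean cell density of plate MIN control wells and 100% = no cells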
# Autophagy HCS cell loss 18 h = also measured in Autophagy HCS; calls as there; toxicity, %; measured here: cell loss, nuclei count;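 cell loss after 18 h compound exposure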
# * marks the source's active call; other numbers are inactive results; i = inactive; ? = inconclusive; . = not tested or not shown; [ ] = remark or other dose.
SMILES,Ins promoter up,Ins promoter up cell count,ER stress rescue,UTI89 phage lysis,bCat nuc transl,bCat nuc transl cell count 5 µM,Dynein cargo inh,Dynein cargo inh cytoplasmic EGFP,Dynein cargo inh nuclear GR-EGFP,Dynein cargo inh cell count,P. falciparum M1AAP,P. falciparum M17LAP,Autophagy HCS,Autophagy HCS cell loss 18 h,MT stabilize HCS,MT stabilize HCS Hoechst-high %,MT stabilize HCS cytotoxicity %
CC(C)CC(c1nnnn1C1CCCCC1)N1CCN(c2ncccn2)CC1 (stereo unspecified),.,.,-1.6%,-0.4%,-1.1,886,-0.693,-0.168,-0.0659,-0.154,-6.0%,6.2%,i,6.9,4.6,1.2,9.2
CCOC(=O)c1cnc(SC)nc1NCCOC,-0.44,1498,-1.0%,?,0.5,1505,-0.193,-0.147,0.0503,0.152,7.1%,-0.6%,i,14.0,2.8,1.5,11.3
CCCC(=N)C1=C(O)CC(CC(C)SCC)CC1=O (stereo unspecified),0.59,1314,-1.4%,0.7%,-6.9,977,-1.25,-0.143,-0.303,0.337,7.0%,-4.8%,i,11.1,4.2,2.3,7.9
CC1CCN(CC(=O)Nc2cccc(C(=O)Nc3cccc(C(F)(F)F)c3)c2)CC1,-0.04,1157,-0.2%,2.7%,-0.5,566,0.288,-0.254,0.435,0.692,0.6%,3.5%,i,4.2,1.6,2.5,12.8
CC(C)CNC(=O)C1c2ccccc2Oc2ccccc21,0.67,1489,1.3%,-0.1%,-0.2,1106,-0.445,-0.267,-0.28,0.628,1.7%,4.8%,i,2.3,2.4,1.4,6.2
CC1CCCC(C)N1C(=O)COc1ccccc1F (stereo unspecified),0.93,1314,-0.3%,2.3%,0.3,1473,0.582,-0.347,-0.384,0.527,4.2%,1.2%,i,-9.3,2.4,0.9,6.4
CCC(C)(C)NC(=O)C1c2ccccc2Oc2ccccc21,0.59,1484,-1.1%,.,-4.1,1065,0.017,-0.0684,0.696,0.248,1.4%,-4.0%,i,15.4,2.6,2.5,5.1
COCCn1c(SCC(=O)Nc2cc(C)nn2-c2ccccc2)nnc1-c1ccncc1,0.06,1565,-2.8%,2.8%[50 µM],-0.7,1107,0.527,-0.25,0.446,-0.0371,-5.5%,-2.0%,i,-3.8,4.2,3.5,3.2
CC(=O)Nc1ccc(S(=O)(=O)NCC(=O)NC(C)c2ccc(S(N)(=O)=O)cc2)cc1 (stereo unspecified),0.15,1062,.,0.2%,0.4,1336,0.0714,-0.151,-0.0487,-0.383,-0.2%,2.6%,.,.,.,.,.
COc1ccccc1CNC(=O)C1CC(=O)N(C2CCCC2)C1 (stereo unspecified),-0.58,1571,-0.8%,0.0%,1.7,1425,0.512,-0.0578,0.28,-0.189,4.9%,9.1%,i,-12.6,2.2,2.4,6.3
CCOC(=O)c1ccc(N2C(=O)CC(N3CCCC(C)C3)C2=O)cc1 (stereo unspecified),0.73,873,-0.7%,-1.4%,.,.,-0.148,-0.133,0.0535,0.184,9.9%,2.6%,i,-1.4,1.1,1.1,11.1
Cc1cccc(C(=O)Nc2sc3c(c2C#N)CCCCC3)c1,-0.11,1223,-4.8%,0.1%,-1.3,515,0.625,-0.212,0.31,-0.624,-0.5%,34.0%,i,2.5,2.9,1.8,0.1
O=C(Nc1ccc(Cl)c(C(F)(F)F)c1)NC1CC2CCCC(C1)N2Cc1ccccc1 (stereo unspecified),-0.87,673,1.3%,.,.,.,-0.888,-0.0799,-0.535,0.883,1.9%,-5.8%,i,23.9,2.8,4.0,2.7
CCCCC1CC1C(=O)Nc1ncc2c(n1)CC(C)(C)CC2=O (stereo unspecified),-0.01,1275,-1.2%,9.6%,.,.,-0.66,0.0375,-0.0617,-0.719,5.5%,14.4%,i,-17.7,3.2,1.0,3.7
Cc1cc(Nc2cc(Cl)cc(Cl)c2)nc(N)n1,-0.68,1216,.,3.0%,1.3,1111,0.24,-0.238,0.105,0.0213,4.2%,-1.4%,.,.,.,.,.
C=CCn1c(SCC(=C)C)nc2c1c(=O)[nH]c(=O)n2C,-0.58,806,.,0.1%,-9.1,1106,-0.711,-0.645,-0.0771,-0.0326,4.3%,8.1%,.,.,.,.,.
CC(C)(C)C(=O)NC(Nc1cccc2cccnc12)C(Cl)(Cl)Cl (stereo unspecified),0.96,997,-0.5%,1.1%,2.9,1400,2.51,-0.0949,2.16,-2.29,-0.2%,14.2%,i,9.7,2.4,1.7,11.1
Cc1ccc(Cl)cc1N1CCN(C(=O)Cc2c(C(=O)O)[nH]c3ccc(Cl)cc23)CC1,-0.6,1337,.,-1.9%,-0.3,1063,-0.418,-0.109,0.145,0.367,10.1%,-2.6%,i,4.0,3.3,3.2,6.0
O=C(NC1CC1)C1=C[C@@H](c2ccccc2)C[C@@H](OCc2ccc(CO)cc2)O1,-0.68,1061,.,-2.2%,-0.1,1416,0.709,-0.767,0.485,-0.731,-3.1%,4.0%,.,.,.,.,.
O=C(COc1ccccc1)Nc1ccncc1,-0.08,1639,-0.3%,0.4%,-3.1,1005,0.826,-0.22,1.02,-0.95,.,.,i,-8.2,2.5,0.5,11.6
Cc1nn(Cc2ccccc2)c(C)c1C(=O)Nc1ccc(N2CCOCC2)cc1,-1.27,955,-0.6%,0.1%,-0.2,1156,-0.212,-0.213,0.0649,0.375,6.6%,-5.1%,i,36.8,2.3,2.4,9.3
O=C(CSc1nc(-c2ccccc2)nc2c1Cc1ccccc1O2)Nc1ccccc1,-0.27,840,-0.8%,.,.,.,-0.807,-0.281,-0.45,1.03,1.8%,3.7%,i,-26.0,3.7,2.8,8.5
CCOC(=O)c1c(NC(=O)c2c(C)noc2C)sc2c1CCCCC2,0.78,1386,-2.1%,3.0%,-3.0,1328,-0.177,-0.106,0.229,-0.0627,4.8%,8.6%,i,11.5,2.7,1.9,6.0
O=C1CCCc2nc3c(cc21)C(O)Oc1c-3ccc2ccccc12 (stereo unspecified),-0.12,1242,.,4.5%,-0.2,1107,-0.281,-0.0119,-0.111,0.167,4.8%,-1.9%,i,-32.2,1.9,1.4,3.2
Cc1nc2ccc(NC(=O)Cc3c(F)cccc3Cl)cc2s1,-0.26,1161,.,-0.3%,0.1,1317,-0.998,-0.236,0.183,-0.0864,2.8%,-6.9%,.,.,.,.,.
Cc1ccccc1C(=O)N1CCc2cc(-c3nc(NC(=O)Cc4ccc5c(c4)OCO5)sc3C)ccc21,0,1051,-0.9%,0.4%,1.7,1067,0.204,-0.172,0.398,-0.109,-0.8%,8.9%,i,-7.4,1.4,1.4,7.5
COc1ccc2cc(C#N)c(N3CCN(Cc4nnnn4CCC(C)C)CC3)nc2c1,0.22,1814,-1.9%,-0.2%,-1.2,1056,-0.0739,-0.232,0.158,0.0319,6.1%,1.0%,i,7.0,2.4,2.1,3.6
Cn1ncc(C#N)c1NC(=O)C1CC(c2ccc(Cl)cc2)=NO1 (stereo unspecified),-0.25,1441,-1.2%,2.8%,-0.5,1456,-0.663,-0.165,-0.0888,-0.321,2.2%,7.3%,i,5.1,2.8,1.9,4.3
CC(NC(=O)Cc1ccccc1)c1nc2ccccc2[nH]1 (stereo unspecified),0.66,1754,-3.2%,-0.5%,0.7,1023,0.96,-0.207,0.617,-0.0825,4.1%,-7.3%,i,-9.3,4.7,1.4,5.3
COc1ccc2c(c1)CCc1cn3ncc(C#N)c3nc1-2,-2.34,1509,2.8%,1.0%,3.6,803,0.671,-0.319,0.247,0.392,13.5%,-4.1%,i,-23.5,8.8,5.3,8.2
N#C/C(=C\c1ccc(N2CCOCC2)o1)C(=O)NC1CCCCC1,1.88,1165,.,-0.4%,0.5,1328,0.136,-0.0159,0.239,0.201,10.6%,48.6%,.,.,.,.,.
COC(=O)c1cccc(NC(=O)Cc2coc3cc(OC)ccc23)c1,-1.27,1212,5.1%,0.2%,-5.4,584,0.539,-0.0498,0.556,0.772,3.7%,-7.8%,i,5.6,1.7,0.7,3.1
CCOc1cc(C2C3=C(CCCC3=O)NC3=C2C(=O)CCC3)cc(Cl)c1O,1.07,1145,-1.9%,-1.4%,0.3,1183,.,.,.,.,23.9µM*,-7.9%,.,.,.,.,.
COc1cccc(-c2nnc(SCN3C(=O)c4ccccc4C3=O)n2C)c1,1.23,1219,0.1%,0.1%,.,.,-0.608,-0.323,-0.676,1.05,-1.4%,5.0%,i,-1.5,1.4,2.2,4.3
O=C(NC1CCCc2ccccc21)c1cn2ccccc2n1 (stereo unspecified),-0.25,1423,-0.3%,-0.1%,-2.7,1151,0.635,-0.135,0.241,0.267,1.3%,9.4%,i,17.2,3.2,1.5,9.3
CCOC(=O)C1CCN(C(=O)CN(c2ccc(Cl)c(C(F)(F)F)c2)S(C)(=O)=O)CC1,-0.36,1281,5.9%,0.4%,-2.0,1067,-0.186,-0.25,0.186,-0.261,3.5%,-0.4%,i,-4.4,3.3,2.0,7.3
